Compound activity (PubChem BioAssay)
S100A4 inh HTS – inhibitors of human S100A4 binding to myosin IIA peptide. P26447. S100A4/TAMRA-MyoIIA peptide fluorescence polarization. inhibition, % at 10.7 µM. 360,000 tested, 0.14% active. AID 652163;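 active = mean inhibition of at least 70% across replicates, with every replicate also reaching that level; inconclusive = mean inhibition reaches 70% but some replicates fall short; inactive = mean inhibition below 70%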
Target sequence (P26447 whole entry, looked up): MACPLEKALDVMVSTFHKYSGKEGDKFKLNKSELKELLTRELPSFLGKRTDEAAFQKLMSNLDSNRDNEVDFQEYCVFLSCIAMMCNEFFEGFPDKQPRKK
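incubation = readout 5 min after mixing, signal stable up to 60 min | system = S100A4 monomer protein | buffer or medium = HEPES pH 7.2 with CaCl2, KCl, NaCl, DTT, Triton | benchmarks = neutral control DMSO, positive control TFP | also added = fluorescent myosin IIA peptide, 5 nM | compound dosing = one concentration per compound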
LGR2 inh – Drosophila LGR2 receptor signaling inhibition; HEK293 LGR2, CRE-luciferase, bursicon-stimulated, 4 h; inhibition, % at 9.99 µM; 380,000 tested, 0.35% active;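 active = drop in luminescence signal, shown as inhibition above about 50% in the replicate tests, limit read from the data, passing the limit was not always enough; inconclusive = probably only some replicates passing the limit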;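 note: agonist challenge used bursicon conditioned medium at about half maximal strength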
SIRT5 inh – blocks human SIRT5 desuccinylation of peptide | Q9NXA8 | Purified SirT5, succinyl-peptide AMC, trypsin-coupled fluorescence | 330,000 tested, 1.1% active | inhibition, % at 15 µM; in the data active = inhibition above about 15%; inconclusive = no clear call, values can overlap the other calls
Target sequence (Q9NXA8 whole entry, looked up): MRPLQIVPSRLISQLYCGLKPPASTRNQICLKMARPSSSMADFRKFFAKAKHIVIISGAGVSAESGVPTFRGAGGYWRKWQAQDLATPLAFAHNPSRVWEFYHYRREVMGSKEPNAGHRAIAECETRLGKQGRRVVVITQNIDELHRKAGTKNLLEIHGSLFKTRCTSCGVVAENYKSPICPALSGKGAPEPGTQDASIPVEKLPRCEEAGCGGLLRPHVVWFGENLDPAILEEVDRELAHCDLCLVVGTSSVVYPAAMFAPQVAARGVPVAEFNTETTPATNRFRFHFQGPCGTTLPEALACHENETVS
FN deposition inh – fibronectin deposition inhibition. inhibition, % at 12.6 µM. AID 743247. AH1F fibroblasts, Alexa488-fibronectin deposition fluorescence, overnight. 350,000 tested, 0.086% active;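 active = mean inhibition across replicates of 30% or more, regardless of how many single replicates reach that level; inconclusive = mean under 30% yet at least half of replicates reach 30%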;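 note: positive control wells lacked labelled fibronectin entirely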
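Schedule: 1 h cell adhesion before compound, then overnight fibronectin incubation; test system: AH1F fibroblast monolayer depositing Alexa488-labelled fibronectin into matrix; quantity: 10000 AH1F cells per well; probe or stimulus: fluorescent fibronectin at 24 nM final; signal: fluorescence, ex 485 nm, em 525 nm; evaluation: percent inhibition as loss of matrix-bound fibronectin fluorescence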
esBAF inh – SWI/SNF esBAF complex inhibition; mouse ES cells, Bmi1-luciferase knock-in reporter, 24 h; 100% = twice the neutral-well signal; reporter increase, % at 12.5 µM; 350,000 tested, 2% active; in the data active = activation above about 40%; inconclusive = no clear call, values can overlap the other calls;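 note: 0% = median of the plate's neutral control wells and 100% = double that signal; a rise in the Bmi1 reporter signal indicates esBAF inhibition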
Casp6 inh – caspase-6 (human) enzyme inhibition | P55212 | purified caspase-6, Z-VEID-R110 cleavage fluorescence | inhibition, % at 12.5 µM | 350,000 tested, 0.53% active | AID 686996;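 active = mean inhibition across replicates at least about 35%, with every replicate also reaching that limit, limit read from the data; inconclusive = only one of the two criteria met; inactive = neither criterion met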;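 note: 0% = median of neutral control wells and 100% = no fluorescence left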
Target sequence (P55212 24-179 limits assumed): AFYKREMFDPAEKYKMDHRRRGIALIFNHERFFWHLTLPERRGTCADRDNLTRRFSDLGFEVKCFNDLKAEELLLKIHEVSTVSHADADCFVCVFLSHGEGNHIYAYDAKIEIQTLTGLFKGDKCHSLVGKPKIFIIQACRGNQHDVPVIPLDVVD
Target sequence (P55212 194-293 limits assumed): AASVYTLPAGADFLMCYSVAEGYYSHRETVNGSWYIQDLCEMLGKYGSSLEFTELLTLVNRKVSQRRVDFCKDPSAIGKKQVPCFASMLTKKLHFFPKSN
C2C12 statin – suppression of simvastatin myotoxicity. AID 602340. C2C12 myotubes + simvastatin, ATP luminescence, 48 h; scaled: DMSO 0, geranylgeraniol control 100. rescue of ATP level, % at 7.49 µM. 330,000 tested, 0.78% active;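 active = mean ATP rescue above about 67%, or every replicate alone reaching that limit, limit read from the data, passing the limit was not always enough; inconclusive = no clear call, values can overlap the other calls; inactive = mean under the limit and some replicate under it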;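 note: myotubes were challenged with 10 µM simvastatin during compound exposure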
* marks the source's active call; other numbers are inactive results; ? = inconclusive; / = no result given; & = joins results of further samples. Not all compounds are listed. The share of hits here may be higher or lower than overall.

Preview, 2 compounds:
SMILES	S100A4 inh HTS	LGR2 inh	SIRT5 inh	FN deposition inh	esBAF inh	Casp6 inh	C2C12 statin
O=c1[nH]c2cc3c(cc2cc1C(c1nnnn1CC1CCCO1)N1CCCCCC1)OCCO3 (stereo not given)	/	0	/	-8	-1	/	22
Cc1cnc(Nc2nc3ccccc3o2)nc1C(=O)Nc1cccc(C(F)(F)F)c1	/	/	/	9	-1	/	-2

This part in full, repeating the preview:
SMILES	S100A4 inh HTS	LGR2 inh	SIRT5 inh	FN deposition inh	esBAF inh	Casp6 inh	C2C12 statin
O=c1[nH]c2cc3c(cc2cc1C(c1nnnn1CC1CCCO1)N1CCCCCC1)OCCO3 (stereo not given)	/	0	/	-8	-1	/	22
Cc1cnc(Nc2nc3ccccc3o2)nc1C(=O)Nc1cccc(C(F)(F)F)c1	/	/	/	9	-1	/	-2
N#C/C(=C/c1ccc(OCc2ccc(C(=O)O)cc2)cc1)C(=O)Nc1ccccc1	-9	-15	/	/	24	-3	8
COCCNC(=O)c1onc(CSc2cccc(Cl)c2)c1C(=O)O	-1	-8	-2	-6	-3	-4	-14
COc1ccc(Sc2nc(-c3ccccc3)ncc2C(=O)O)cc1	-19	-16	-1	-65	/	3	/
Cc1nn(-c2ccccc2)c(C)c1/C=N/NC(=O)c1cnccn1	-15	1	-4	-8	10	0	1
C[C@H]1CN([C@@H](C)CO)C(=O)c2cc(NS(=O)(=O)c3cccs3)ccc2O[C@H]1CN(C)Cc1ccc(C(=O)Nc2ccccc2N)cc1	-2	1	4	/	/	-3	/
Cc1cc2nc(-c3ccc(=O)[nH]c3)n(Cc3ccccc3)c2cc1C	2	-3	-4	2	-2	2	12
COc1ccc(NC(=O)CN2CCN(CC(=O)Nc3ccc(F)cc3F)CC2)cc1	-4	-9	-4	-4	8	-1	9
O=C(CCc1n[nH]c(=O)[nH]c1=O)N1CCCCC1	-2	7	-2	4	-10	1	-7
COC(=O)C1=C(C)N(Cc2ccc(C(F)(F)F)cc2)C(=NCc2ccccc2)NC1c1ccc(C(F)(F)F)cc1 (stereo not given)	-1	?	/	6	/	21	/
O=C(c1ccc2ccccc2c1)N1CCc2ccccc21	5	-31	-2	0	64*	-1	-1
CC(C)(C)NCC(O)COc1ccccc1C(=O)CCc1ccccc1 (stereo not given)	-2	-7	/	7&6	-5	-5	4
COC(=O)NNC(=O)Cc1cccc2ccccc12	3	4	-1	-1	3	-2	-3
COC(=O)N(C)C[C@@H]1OCc2ccccc2-c2c(n(C)c3ccccc23)C(=O)N([C@H](C)CO)C[C@@H]1C	2&-18	10	1&1	-13	6	2&1	3

Some entries already given, showing only Casp6 inh and SIRT5 inh:
canonical_smiles,Casp6 inh,SIRT5 inh
COc1ccc(NC(=O)CN2CCN(CC(=O)Nc3ccc(F)cc3F)CC2)cc1,-1,-4
COC(=O)NNC(=O)Cc1cccc2ccccc12,-2,-1
COC(=O)C1=C(C)N(Cc2ccc(C(F)(F)F)cc2)C(=NCc2ccccc2)NC1c1ccc(C(F)(F)F)cc1 (stereo not given),21,/
Cc1nn(-c2ccccc2)c(C)c1/C=N/NC(=O)c1cnccn1,0,-4
O=C(c1ccc2ccccc2c1)N1CCc2ccccc21,-1,-2

The list continues:
SMILES	S100A4 inh HTS	LGR2 inh	SIRT5 inh	FN deposition inh	esBAF inh	Casp6 inh	C2C12 statin
CC(=O)Nc1ccc(S(=O)(=O)N(C)CC(=O)OCC(=O)Nc2cc(C)on2)cc1	-3	20	2	4	-12	2	5
COc1ccccc1C(=O)n1nc(-c2ccccc2)nc1NCc1ccco1	/	-14	/	-4	7	/	-1
Cc1c(NC(=O)C23CC4CC(CC(C4)C2)C3)c(=O)n(-c2ccccc2)n1C	-1	-16	3	-3	-6	23	19
O=c1cc(CN2CCN(c3ccccn3)CC2)nc2sccn12	-8	20	0	/	/	-2	/
CCc1cc(=O)oc2cc(OCC=C(C)C)ccc12	-9	-15	/	-2	12	/	/
O=C(C[C@@H]1CC[C@@H](NC(=O)Nc2ccc(F)cc2)[C@@H](CO)O1)NCc1ccccn1	1	1	8	23	-3	0	0
COc1cccc(Nc2nc(C)cc(C)c2C(N)=O)c1	-4	-3	-2	5	-2	-3	-14
O=C(Nc1cccc(Cl)c1)N[C@@H]1CC[C@@H](CCNC(=O)C2CCCCC2)O[C@@H]1CO	0	2	3	-4	0	0	-5
C[C@H]1CCCCO[C@@H](CN(C)C)[C@@H](C)CN([C@@H](C)CO)C(=O)c2cc(NC(=O)Nc3ccccc3)ccc2O1	-10	-7	-1	/	-3	0	-29
O=C(CSc1ncn[nH]1)NN(c1ccccc1)c1ccccc1	-5	/	-1	3	/	-3	/
O=[N+]([O-])c1ccc2c(c1)nc1n2CCN(C2CCCCC2)C1	1	-40	0	-6	/	3	/
CC(C)NC(=O)Nc1ccc2c(c1)C(=O)N([C@H](C)CO)C[C@@H](C)[C@H](CN(C)C(=O)Nc1ccc(F)cc1)OCCCC[C@@H](C)O2	-3	9	1	8	7	8	/
COc1ccc(N2CCN(C(=O)COC(=O)COc3ccc(C#N)cc3)CC2)cc1	1	-3	-4	12	-4	-3	7
CN/C(=C\[N+](=O)[O-])NCCSCc1ccc(CN(C)C)o1	1	4	2	-10	5	-107	3
COc1cc(OC)c(C(=O)O/N=C(\N)c2cccc(C)c2)cc1OC	2	-18	-1	-7	19	3	4
Cc1ccccc1-c1nnn(CC(=O)NCc2ccc3c(c2)OCO3)n1	/	/	/	0	6	/	4
CNC(=O)CN(CCc1ccccc1)S(=O)(=O)c1ccc(OC)cc1	5	0	-4	9	-7	-3	16
O=C(NCC[C@H]1CC[C@H](NC(=O)C2CCCC2)[C@H](CO)O1)c1cc(Cl)cc(Cl)c1	-5	2	-3	/	10	0	0
O=C(c1cccn(Cc2ccc(C(F)(F)F)cc2)c1=O)N1CCOCC1	0	-3	/	0	-3	0	3
COc1ccc(-c2nn(-c3ccccc3)cc2C(N)=O)cc1OC	-3	-5	-1	-7	8	2	-17
CCc1cc2c(-c3ccccc3)cc(=O)oc2cc1OCC(C)=O	-2	-6	-1	2	-2	-3	7
CCCC(=O)Nc1ccc2c(c1)C(=O)N(C)[C@H]1CC[C@H](CC(=O)N3CCCCC3)O[C@H]1CO2	-5	-3	2	-3	0	-1	15
CC(C)C(=O)NC(C)C(c1cccs1)N1CCN(c2ccccc2)CC1 (stereo not given)	1	14	-3	/	-13	6	8
Nc1nnc(CCOc2ccccc2Cl)s1	/	/	/	8	4	/	7
Cc1noc(C)c1S(=O)(=O)Nc1ccc2c(c1)C(=O)N([C@@H](C)CO)C[C@H](C)[C@@H](CN(C)S(=O)(=O)c1cccs1)O2	15	-2	-2	/	2	4	31
COc1ccccc1-c1cnc2c(c1)C(=O)N([C@@H](C)CO)C[C@H](C)[C@@H](CN(C)Cc1cccnc1)O2	-2	-17	1	4	-3	-1	-9
CCc1ccc(NC(=O)Nc2ccon2)cc1	15	-51	1	0	44*	3	-13
NC(=O)c1ccccc1NCC(=O)c1ccc(F)cc1	-3	-5	-4	0	/	3	/
CO[C@H](CN(C)C(=O)c1cnccn1)[C@H](C)CN([C@@H](C)CO)S(=O)(=O)c1ccc(C)cc1	3	-15	-1	0	-1	1	-2
COC(=O)CNC(=O)CCc1nnc(C2(c3ccc(Cl)cc3)CCC2)o1	0	-45	-2	6	22	0	4
COCCNC(=O)C[C@H]1CC[C@H]2[C@@H](COC[C@@H](O)CN2S(=O)(=O)c2ccccc2C)O1	2	-13	-2	-5	-1	-5	-11
C[C@@H]1CN([C@@H](C)CO)C(=O)c2cccc(NC(=O)c3ccncc3)c2O[C@@H]1CN(C)C	-1	-13	-3	/	3	-1	-5
COC(=O)C1=C(C(=O)OC)SC(=C2C(=S)C(C)(C)N(C(=O)C(C)C)c3ccccc32)S1	/	-4	/	2	-3	/	43
Cn1cnnc1SCc1ccc(C#N)cc1Cl	2	8	-1	/	-1	-2	11
Cc1cccc(CN(C)C[C@@H]2Oc3ncc(-c4ccc(F)cc4)cc3C(=O)N([C@H](C)CO)C[C@@H]2C)c1	4	-11	-1	/	-4	-4	2
COc1ccc2[nH]c3c(c2c1)CCN1C(=O)C(CC(=O)NCC24CC5CC(CC(C5)C2)C4)C[C@H](C(=O)N(C(C)C)C(C)C)[C@@]31C (stereo not given in full)	2	-4	-1	-8	12	1	-17
COc1ccccc1S(=O)(=O)N[C@H]1CC[C@H](CCn2cc(C3CCCC3)nn2)O[C@H]1CO	4	-1	-3	-2	/	4	/
CC(=O)OCC(C)n1c(=O)c2ccccc2n1C(C)=O (stereo not given)	2	21	-2	10	/	0	/
COc1cccc(CN2CCN(C(=O)[C@H]3O[C@@H](n4cnc5c(N)ncnc54)[C@H](O)[C@@H]3O)CC2=O)c1	-3	-13	-9	1	0	-1	-4
O=C(CNC(=O)c1ccco1)N/N=C/c1ccc(O)c([N+](=O)[O-])c1	-1	-7	1	-5	3	4	-2
C[C@@H]1CN([C@H](C)CO)C(=O)c2cc(Br)cnc2O[C@H]1CN(C)C(=O)Nc1ccc(F)cc1	3	-13	-2	5	-1	2	33
COc1ccc(O)c(CN2CCCC(C(=O)Nc3cccc(-n4cccn4)c3)C2)c1 (stereo not given)	1	5	-4	4	/	-3	/
Cc1cc(OC(C)C(=O)NCC2CCC(C(=O)O)CC2)c2c(C)c(Cc3ccccc3)c(=O)oc2c1 (stereo not given)	12	8	-13	/	-2	0	10
COc1ccccc1CNC(=O)C[C@@H]1CC[C@@H]2[C@H](COc3ccc(NC(=O)Nc4ccc(F)c(F)c4)cc3C(=O)N2C)O1	1	13	9	7	-3	0	-116
Cc1ccccc1S(=O)(=O)N1[C@@H](c2ccc(F)cc2)C(C(=O)O)=CC[C@H]1c1ccc(Cl)cc1	-4	-1	2	1	9	3	-10
COc1ccc(OC)c(NC(=O)C(=O)NCc2ccncc2)c1	-1	-10	0	/	-5	1	10
CCc1nc2ccc(C(=O)NCCc3ccccn3)cn2c1N(C)Cc1ccc(N(C)C)cc1	1	-2	1	/	-7	-1	6
CCOC(=O)C(CO)NC(=O)C1(NC(C)=O)CCCC1 (stereo not given)	3	-5	/	-6	-2	3	5
Cc1cccc(C)c1NC(=O)CNC(=O)C(Cc1ccccc1)NC(=O)c1ccccc1 (stereo not given)	0	1	-2	1	-13	-1	0
Cc1cccc(N/C=C(\[N+](=O)[O-])S(=O)(=O)c2ccccc2)c1	-6	-20	40*	0	/	1	/
O=C(NC1CCCCC1)C(c1ccco1)N(C(=O)c1csnn1)c1ccc(Cl)cc1 (stereo not given)	-5	14	-4	-2	2	0	24
CCc1nnc(NC(=O)c2ccc(S(=O)(=O)N3CCCCCC3)cc2)s1	/	/	/	-3	5	/	-12
O=C(NCc1cccs1)C12CC3CC(CC(C3)C1)C2	-7	-4	3	-9	/	0	/
Cn1c(CSc2nc3ccccc3s2)nnc1SCC(=O)NCCCN1CCOCC1	1	/	-4	5	-2	-2	/
Cc1ccccc1-c1nn(-c2ccccc2)cc1C(=O)NCC(c1ccco1)N1CCCC1 (stereo not given)	-7	-3	-4	-8	-2	-3	-9
CSCC[C@H](NC(=O)[C@@H]1CSC2c3ccccc3C(=O)N21)C(=O)NC1CCCC1 (stereo not given in full)	-1	-2	2	5	5	5	0
Cc1ncc(CN2CCC(C(=O)Nc3ccc(-n4cccn4)cc3)CC2)s1	-3	4	1	1	/	-5	/
CSCCC(NS(=O)(=O)c1ccccc1F)C(=O)NC(C)c1ccccc1 (stereo not given)	0	-8	3	-7	/	0	/
C[C@@H]1CN([C@@H](C)CO)C(=O)c2cccc(NC(=O)NC3CCCCC3)c2O[C@H]1CN(C)C(=O)NC1CCCCC1	-9	-2	-6	/	6	/	-10
O=C(c1ccccc1)c1ccc(N2CCCC2)cc1	/	/	/	2	60*	/	-7
